Bioassay records from PubChem.
S3 lipid droplet: qHTS Assay for Lipid Storage Modulators in Drosophila S3 Cells. lipid storage change, negative = inhibition, % at the top dose, mostly 46.1 µM; hits show Potency in µM. 320,000 compounds, 0.64% hits. AID 2685. Drosophila S3 cells, BODIPY lipid droplet fluorescence, 18-24 h; cells fed with added oleic acid; active = well fitted inhibition curve with a large enough effect in the signal ratio, with a control signal flat, not every such curve was filed as active; inconclusive = small, poorly fitted or top-dose-only effect, or effect the other way, or a change in a side signal; the % refers to the signal ratio
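Drosophila S3 cells loaded with oleic acid (400 uM, as added) and compounds at several concentrations; lipid droplets imaged by 488-nm laser-scanning cytometry, 500–530 nm intensity and object ratio to cell channel. Percent activity normalized to 20 uM Triacsin C.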
S3 lipid droplet cell count max: also measured in S3 lipid droplet; calls as there; cell number change, %; measured here: cell count max response;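 cells counted by Cell Tracker Red CMTPX staining in the red channel; peak over a dose series mostly up to 46.1 µM; percent activity relative to internal control wells on each plate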
Starred values were filed as active, the others as inactive; i = inactive; ? = inconclusive; nt = not tested or not shown; [ ] = remark or other dose. % is set by controls: 0 for no effect and ±100 for the full control effect; potency is the fitted concentration of half-maximal effect. This is a subset (hit frequency here may not be typical).

SMILES	S3 lipid droplet	S3 lipid droplet cell count max
CN(CC1COCCO1)C(=O)c1cc(COc2c(F)cccc2F)on1 (stereo not drawn)	?	nt
Cc1ccc(S(=O)(=O)NCCNC(=O)CN2CCCC2)cc1	9%	nt
COc1cccc(-c2nc3ccc([N+](=O)[O-])cc3o2)c1	?	nt
CSc1sc(C)cc1C1C(C#N)=C(N)N(c2cccnc2)C2=C1C(=O)CCC2 (stereo not drawn)	5%	-18
Cc1ccc(S(=O)(=O)N2CCN(Cc3nc4ccccc4[nH]3)CC2)cc1C	-6%	-15
Cc1ccc(C2C3CN(C(C)C)CC=C3C(C#N)=C(N)C2(C#N)C#N)cc1 (stereo not drawn)	?	nt
COc1ccc2c(c1)OC(O)(C(F)F)CC2=O (stereo not drawn)	9%	3
O=C(NC(Cc1c[nH]c2ccccc12)C(=O)N/N=C/c1cccc2ccccc12)c1cccs1 (stereo not drawn)	3%	-6
CCCCN(C)C(=O)c1nc2ccccn2c1CN1CCN(C/C=C/c2ccccc2)CC1	1%	16
COc1ccc2cc3cc(C(=O)Nc4cc(OC)c(OC)c(OC)c4)oc3nc2c1	?	nt
CC(C)Cn1c(N)c(C(=O)COC(=O)c2cc(C(F)(F)F)nc3c(C(F)(F)F)cccc23)c(=O)n(C)c1=O	?	nt
O=S(=O)(NCc1cccnc1)c1ccc(Cl)s1	9%	1
Clc1nc(-c2cccnc2)nc2scc(-c3ccccc3)c12	?	nt
Cc1ccc2oc(NC(=O)N3CCOCC3)cc(=O)c2c1	?	nt
CCOC(=O)C1CCN(Cc2cnc(Oc3ccc(Cl)cc3C)s2)CC1	?	nt
CCCSc1nc(N)nc(-c2cccs2)c1C#N	6%	-13
O=C(Nc1c(C(=O)O)[nH]c2ccccc12)c1cccc(C(F)(F)F)c1	?	nt
O=C(CN1C(=O)C2CC=CCC2C1=O)Nc1nnc(SCc2ccc(F)cc2)s1 (stereo not drawn)	?	nt
COc1ccc(NS(=O)(=O)c2ccc(C)c(C(=O)N(C)CC(=O)Nc3cccc(OC)c3)c2)cc1	?	nt
COc1ccc(Cl)c2sc(N(CCN(C)C)C(=O)c3ccc4c(c3)OCCO4)nc12	26%	19
CSc1nc(C(=O)N2CCCC(C(=O)c3ccc(Cl)cc3)C2)cs1 (stereo not drawn)	-10%	-14
CCOC(=O)c1c(NC(=O)c2ccc(Br)o2)sc2c1CCCC2	?	nt
COc1ccc(/C=C2/C(=O)N(Cc3ccccc3)N=C2C)cc1	?	nt
CCCN1C(=O)/C(=C/c2ccc(OCC(=O)OCC)cc2)NC1=S	?	nt
CC(=O)c1cnc2nc(SCc3ccc(C)cc3)nn2c1C	12%	11
CCOc1ccc(CCNC(=O)c2cccc(NC3=NC4CS(=O)(=O)CC4S3)c2)cc1 (stereo not drawn)	21%	2
COc1cc(-c2nc(-c3cccc(C(F)(F)F)c3)no2)cc(OC)c1OC	?	nt
Cc1cc(C(=O)N/N=C\c2cc(C(C)(C)C)ccc2O)n[nH]1	?	nt
CCNC(=O)c1c(C)nc2ccccn12	?	nt
COc1cc(S(=O)(=O)NCc2ccc3c(c2)OCO3)ccc1Cl	?	nt
Cn1c(N)c(C(=O)COC(=O)CSc2ccccc2)c(=O)n(C)c1=O	17%	5
O=C(COC(=O)c1cccc(N2C(=O)c3ccccc3C2=O)c1)Nc1ccccc1	?	nt
COc1ccc(Cn2nnc(C(=O)Nc3ccc(F)cc3)c2N)cc1	5%	0
Cc1ccc(S(=O)(=O)N[C@@H](Cc2ccccc2)C(=O)CCl)cc1	?	nt
CCc1n[nH]c(=S)n1/N=C/c1ccc2c(c1)OCO2	?	nt
Fc1ccc(COc2ccc(-c3nnco3)cc2)cc1	0%	12
COc1cccc(NC(=O)CN(C)C(=O)c2cccc(S(=O)(=O)N3CCN(c4ccccc4)CC3)c2)c1	-4%	-12
COc1ccc(C(=O)NC(=S)Nc2cccc3ncccc23)cc1[N+](=O)[O-]	?	nt
CC1CC(C)CN(C(=O)COC(=O)c2cccc(S(=O)(=O)N(C)c3ccccc3)c2)C1 (stereo not drawn)	?	nt
CCCn1nnnc1SCC(=O)NC1CCCC1	i	-9
COC(=O)c1nc(NC(=O)c2ccc(C(C)(C)C)cc2)n[nH]1	?	nt
CCOc1ccc(NC(=O)NCCN2C(C)CCCC2C)cc1 (stereo not drawn)	-4%	-5
CCN(CC)c1ccc2nc3ccc(N)cc3[n+](-c3ccccc3)c2c1	?	nt
CCC(=O)N(CCC1(C(C)C)CCOC(C)(C)C1)C(C)c1cccs1 (stereo not drawn)	-9%	6
C=CCOCC(O)Cn1c(N2CCCC2)nc2c1c(=O)n(C)c(=O)n2C (stereo not drawn)	?	nt
Cc1ccccc1NC1=NC2(CCCC2)N=C(N)N1	?	nt
COc1ccc(-c2[nH]ncc2CN(C)Cc2ccccn2)c(OC)c1	9%	4
O=C(NC(Nc1ncccn1)C(=O)c1ccccc1)c1ccccc1 (stereo not drawn)	-5%	-8
COc1ccc(/C=C(/NC(=O)c2ccc([N+](=O)[O-])cc2)C(=O)NC(C)(C)C)cc1	-12%	nt
Cc1ccc(NCc2nnc(SCC(=O)Nc3nnc(C)s3)n2C)cc1	-6%	-24
CCOC(=O)c1c(-c2ccc3ccccc3c2)csc1NC(=O)CCCC(=O)O	?	nt
CCC(=O)Nc1ccc(C(=O)CSc2nnc(-c3cccnc3)o2)cc1	?	nt
COC(OC)C12c3ccccc3C(c3ccccc31)C1C(=O)N(c3cccnc3)C(=O)C12 (stereo not drawn)	-3%	-7
COc1cccc(C(=O)O/N=C(\N)c2ccncc2)c1OC	18%	-2
C#CCOCCOCCOCCNc1nc(N2CCOCC2)nc(N2CCN(C(=O)[C@H]([C@@H](C)CC)n3cc([C@@H](N)CO)nn3)CC2)n1	-21%	4
COc1ccc(C(=O)NC2=NCCS2)c(OC)c1	?	nt
Cc1ccc(NC(=O)COC(=O)c2ccc3c(c2)C(=O)N(CCc2ccccc2)C3=O)c(C)c1	7%	14
CCOC(=O)c1nn(-c2ccccc2)c(=O)c(C#N)c1C	2%	22
CCN(CC(=O)NCCc1ccccc1)S(=O)(=O)c1ccccc1	4%	1
Cn1c(C(=O)N2CCc3ccccc3C2)cc2oc3ccccc3c21	-3%	-13

New compounds follow
SMILES	S3 lipid droplet	S3 lipid droplet cell count max
Cc1csc(NC(=O)CSc2nncs2)n1	i[0.0737 µM]	nt
O=c1[nH]n(-c2cccc3cccnc23)c(=O)c2ccccc12	-23%	-13
CCCCNC(=O)COCc1cc(-c2ccc3c(c2)OCO3)on1	12%	nt
COC(=O)CNC(c1ccccc1Cl)c1cc(Br)ccc1NC(=O)CCN1CCOCC1 (stereo not drawn)	?	nt
Cc1ccccc1C(=O)Nc1ccccc1C(=O)NC1CC1	?	nt
CC(C)C(O)(C(=O)NNc1ccccc1)C(C)C	23%	9
CC(=O)Nc1ccc(/C=N/NC(=O)CNC(=O)c2ccccc2)cc1	?	nt
CC1(C)Cc2c(C#N)c(OCC(=O)c3ccccc3)nc(-c3ccoc3)c2CO1	?	nt
COCCn1cnc2c1c(=O)n(CC(=O)OCC(=O)NCCCc1ccccc1)c(=O)n2Cc1ccccc1	?	nt
COc1ccccc1N(CC(=O)NCc1ccccc1)C(=O)CCC(=O)Nc1ccccn1	10%	6
Cc1nc2c(C(=O)NCc3ccc(F)cc3)c[nH]n2c(=O)c1Cl	4%	5
O=C(c1ccc2c(c1)OCO2)C1CCCN(Cc2cn[nH]c2-c2ccccc2)C1 (stereo not drawn)	?	nt
COc1ccc(Nc2oc(-c3ccccc3Cl)nc2C#N)cc1	0%	-12
Cc1ccc(C2=NCCn3c2c2ccc(C(F)(F)F)cc2[n+]3[O-])cc1	?	nt
CCN(CC)CCNC(=O)c1cc(S(C)(=O)=O)ccc1OC	0%	-9
Cc1cnc(C(=O)Nc2ccc(C)c(S(=O)(=O)N(C)C)c2)cn1	-1%	3
Cc1cc2oc(=O)cc(CN3CCC(C)CC3)c2c(C)c1Cl	-4%	-15
C/C(=N\NC(=O)CCc1c[nH]c2ccccc12)c1cccc([N+](=O)[O-])c1	0%	-12
Cc1ccc(NC(=O)CSCC(=O)Nc2cc(C(F)(F)F)ccc2N2CCOCC2)cc1	?	nt
CC(=O)c1ccccc1NS(=O)(=O)c1cccc2nsnc12	-7%	3
COc1ccc([C@H]2CC(=O)C=C(c3ccc(C)cc3)C2)cc1	i	1
CN(CC(=O)NCCc1ccccc1)Cc1ccco1	?	nt
CC(C)NC(=O)NC(=O)COC(=O)c1ccc(OC(F)(F)F)cc1	?	nt
Cc1ccc(S(=O)(=O)N(C)C)cc1NC(=O)C1CCN(C(=O)Nc2ccccc2)CC1	?	nt
CCOC(=O)c1c(NC(=O)COC(=O)/C=C/c2ccccc2)sc(C(=O)NC)c1C	4%	-7
CN(C)c1ccc(CN2CCCCC2)cc1	?	nt
O=C(O)CNC(=S)N(Cc1ccccc1)Cc1cccs1	?	nt
CC(=O)NC(CC(=O)Nc1cccc(S(=O)(=O)N2CCOCC2)c1)c1ccccc1 (stereo not drawn)	?	nt
CCCCCNC(=O)c1c[nH]c2ccc(S(=O)(=O)N3CCC4(CC3)OCCO4)cc2c1=O	0%	11
CC(C)(C)n1nc2c(c1NC(=O)c1ccc(S(=O)(=O)N3CCCCC3)cc1)CS(=O)C2 (stereo not drawn)	?	nt
CC(C)COc1ccc(C(=O)NC(=S)Nc2ccc(CN3CCOCC3)cc2)cc1	-24%	2
Cc1nc2c(C)cccn2c1/C(O)=C1\C(=O)C(=O)N(CCN(C)C)C1c1ccncc1 (stereo not drawn)	-5%	-4
CCCSc1nnc2n(N)c(=O)c3ccccc3n12	-8%	7
CC(=O)c1cccc(N(CC(=O)NC2CCCC2)C(=O)CNC(=O)c2cccs2)c1	?	nt
COCCNC(=O)COc1ccc(C)c(C)c1	12%	-8
O=C(CN1C(=O)c2ccccc2C1=O)Nc1ccc(S(=O)(=O)NCC2CCCO2)cc1 (stereo not drawn)	i	nt
C=CCNC(=O)CC(=O)N/N=C/c1ccc(F)cc1	-2%	-2
Clc1ccc(-c2noc(CCCOc3ccccc3)n2)cc1	16%	-11
CN1C(=S)SC2CS(=O)(=O)CC21C (stereo not drawn)	-9%	1
CCOc1cc(/C=C2\SC(=O)N=C2N)ccc1O	-15%	-7
Cc1cc(NS(=O)(=O)c2ccc(NC(=O)CCCOc3ccccc3)cc2)no1	?	nt
COc1ccc(C(=O)Nc2nc3ccc4nc(C)sc4c3s2)cc1	i	19
O=C(c1cccc(S(=O)(=O)N2CCCCCC2)c1)N1CCN(c2ccccc2)CC1	?	nt
Cc1cccc(N(CC(=O)N/N=C/c2ccc(OCC(=O)NCc3ccco3)cc2)S(C)(=O)=O)c1C	?	nt
COc1ccc(/C=C2\N=C(c3ccc(C)cc3)OC2=O)cc1	?	nt
Cc1cccc(-c2noc(CCC(=O)Nc3ccccc3)n2)c1	i	nt
CC(C)CC(CO)N1CCN(C(=O)c2ccc(Cl)cc2Cl)CCC1=O (stereo not drawn)	-3%	-12
CC1=NOC(=O)/C1=C/c1ccc(N(C)C)cc1	-7%	-17
Cc1nc(-c2cnn(-c3ccccc3)c2)c2cc(C)oc2n1	?	nt
COC(=O)c1sccc1S(=O)(=O)N1CCCC(N(C)CCc2ccccn2)C1 (stereo not drawn)	-9%	1
CC(C)(C)SCCNC(=O)CN1C(=O)c2ccccc2S1(=O)=O	?	nt
COC(=O)CSc1nnc(COc2ccc([N+](=O)[O-])cc2)n1C	?	nt
CCCN(CCC)c1nc(C)cc(C(C#N)c2nc3ccccc3o2)n1 (stereo not drawn)	-27%	nt
Cc1cc(NS(=O)(=O)c2ccc(NC(=O)COc3cc(C)c(Cl)c(C)c3)cc2)no1	?	nt
CCNC(=S)N/N=C/c1cc(Br)cc(Br)c1OC	?	nt
CC1(C)Cc2c(cnn2-c2cccc(F)c2)C(NC(=O)CSc2ccccn2)C1 (stereo not drawn)	?	nt
